# Screening results as filed in PubChem.
# SENP8 block-1: blocks the human protease SENP8 | Q96LD8 | purified SENP8, Z-RLRGG-aminoluciferin cleavage, luminescence | inhibition, % at 10 µM | actives 1.2% (n = 330,000) | AID 2540; in the data active = inhibition above about 50%
# Target sequence (Q96LD8 whole entry, looked up): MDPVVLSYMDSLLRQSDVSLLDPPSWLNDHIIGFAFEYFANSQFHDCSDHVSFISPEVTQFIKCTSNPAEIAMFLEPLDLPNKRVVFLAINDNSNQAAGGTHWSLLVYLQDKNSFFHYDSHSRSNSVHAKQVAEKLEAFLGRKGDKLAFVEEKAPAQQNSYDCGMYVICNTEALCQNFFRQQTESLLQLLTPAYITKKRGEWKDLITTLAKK
# SENP7 block: SENP7 protease inhibition. Q9BQF6. recombinant SENP7, Z-RLRGG-aminoluciferin luminescence, 40 min. inhibition, % at 5 µM. actives 1.5% (n = 330,000). AID 434973;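 active = inhibition above about 50% at the single test dose, limit read from the data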;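 also: plate controls were DMSO with enzyme for no effect and no enzyme buffer wells for full effect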
# SENP6 inh: inhibitors of human SENP6 protease; Recombinant SENP6 catalytic domain, aminoluciferin luminescence; AID 2599; inhibition, % at 10 µM; Q9GZR1; actives 1.8% (n = 330,000);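 active = inhibition above about 50% at the single tested dose, limit read from the data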;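 also: plate controls were DMSO wells with enzyme for no effect and DMSO wells lacking enzyme for full effect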
# Target sequence (Q9GZR1 628-1112 limits assumed): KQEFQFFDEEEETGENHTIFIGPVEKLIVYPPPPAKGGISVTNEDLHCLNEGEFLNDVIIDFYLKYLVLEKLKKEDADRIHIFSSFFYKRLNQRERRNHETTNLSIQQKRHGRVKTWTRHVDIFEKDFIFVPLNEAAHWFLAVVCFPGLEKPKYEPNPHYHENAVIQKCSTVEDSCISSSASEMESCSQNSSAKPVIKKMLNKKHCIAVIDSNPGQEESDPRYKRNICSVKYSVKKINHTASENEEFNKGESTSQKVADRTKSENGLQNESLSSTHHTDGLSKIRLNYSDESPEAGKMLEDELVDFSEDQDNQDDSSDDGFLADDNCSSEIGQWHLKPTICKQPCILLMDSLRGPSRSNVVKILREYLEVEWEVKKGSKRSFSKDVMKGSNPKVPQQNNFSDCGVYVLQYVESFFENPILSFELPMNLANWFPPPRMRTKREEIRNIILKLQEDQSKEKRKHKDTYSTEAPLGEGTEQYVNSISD
# APOBEC3G inh: inhibitors of human APOBEC3G DNA deaminase; inhibition, % at 20 µM; recombinant A3G, ssDNA deamination FAM/TAMRA fluorescence; Q9HC16; AID 493012; actives 0.28% (n = 330,000);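 active = inhibition of at least 40% at 20 µM, with no more than 30% in the related APOBEC3A deaminase screen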;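 also: plate controls were DMSO wells with A3G for no effect and wells lacking A3G enzyme for full effect; some compounds called inactive have numbers as strong as hits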
# Apaf-1 inh: human Apaf-1 inhibition; inhibition, % at 20 µM; reconstituted apoptosome caspase-3 activity, DEVD-Rh110 fluorescence; actives 0.71% (n = 330,000); O14727; active = inhibition of at least 40% at 20 µM;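 also: plate controls were DMSO wells for no effect and DEVD-CHO caspase inhibitor wells for full effect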
#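 Material: reconstituted apoptosome with Apaf-1, cytochrome c, caspase-9, procaspase-3, dATP; medium: pH 7.5 Hepes buffer with CHAPS, BSA, DTT; also added: cytochrome c and DEVD-Rh110 substrate; timing: 30 min plus 50 min, RT; signal: Rh110 fluorescence intensity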
# SENP1 inh: SENP1 (human) catalytic domain inhibition. actives 0.21% (n = 360,000). inhibition, % at 10 µM. Q9P0U3. recombinant SENP1 catalytic domain, CyPet-SUMO1-YPet FRET cleavage;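 active = inhibition at least 30% at 10 µM, raw YFP signal under a set limit, fluorescence ratio 0.5 to 1.5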;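 also: 0% = enzyme with DMSO and 100% = no enzyme wells; some results filed as inactive read as strong as hits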
#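 Material – human SENP1 catalytic domain · Input – SENP1 enzyme, 20 pM final · Compound dosing – single concentration of 10 µM compound, 0.5% DMSO final · Timing – enzyme reaction for 50 min at room temperature, dark · Measured by – FRET fluorescence in CFP and YFP emission channels · Control set – no-enzyme wells low, DMSO-plus-enzyme wells high control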
# SENP8 block-2: blocks human SENP8 cleavage of Nedd8 substrate | recombinant SENP8, Nedd8 substrate fluorescence | Q96LD8 | AID 602440 | actives 0.64% (n = 360,000) | inhibition, % at 20 µM; in the data active = inhibition mostly above about 40%, no sharp cut-off; inactive = mostly below about 27%
# UBC13 polyUb: inhibitors of human UBC13 polyubiquitin chain formation; TR-FRET; inhibition, % at 20 µM; actives 0.47% (n = 330,000); AID 485273; in the data active = inhibition above about 45%, passing the limit was not always enough
# Target sequence (P61088 whole entry, looked up): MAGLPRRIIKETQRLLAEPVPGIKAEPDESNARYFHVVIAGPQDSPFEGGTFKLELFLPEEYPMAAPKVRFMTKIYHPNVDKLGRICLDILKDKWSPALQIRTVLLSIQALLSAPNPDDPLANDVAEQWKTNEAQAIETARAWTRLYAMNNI
# * hit, by the source's call; nt = no result given.
1. Cc1cccc(N2C(=O)C(O)=C(C(=O)c3cccs3)C2c2cccc(Oc3ccccc3)c2)n1 (stereo unspecified)
2. CC(C)Cn1c2c(c(O)c(C(=O)Nn3c(Cc4ccccc4)nc4ccccc4c3=O)c1=O)CCCC2
3. C/C(=N\Nc1nc2ccccc2s1)c1ccc(Br)s1
4. COc1oc(-c2ccc(Cl)cc2)nc1C(F)(F)F
5. Cc1cc(C)cc(OC(C)C(=O)Nc2ccccc2C(=O)NCc2cccnc2)c1 (stereo unspecified)
6. Cc1[nH]n(-c2ccccc2)c(=O)c1C=Nc1cccc2cccnc12

entry no.,1,2,3,4,5,6
SENP8 block-1,-1,-5,-6,3,5,-1
SENP7 block,5,1,5,7,2,10
SENP6 inh,0,-1,-9,-3,0,21
APOBEC3G inh,2,-3,-10,2,-1,0
Apaf-1 inh,2,11,11,5,11,17
SENP1 inh,0,2,-2,1,0,8
SENP8 block-2,2,-50,-46,8,-20,24
UBC13 polyUb,-22,11,19,6,11,-10

7. Cc1cc(=O)oc2cc(OCC(=O)OCC(=O)Nc3ccccc3Br)ccc12
8. CN(Cc1ccc(CNC[C@H]2O[C@@H](n3cnc4c(N)ncnc43)[C@H](O)[C@@H]2O)o1)S(C)(=O)=O
9. NC(=O)c1ccc(NC(=O)CCc2nc3sc4c(c3c(=O)[nH]2)CCCC4)cc1
10. CC1(C)Cc2nc3nc(SCC(=O)Nc4ccccc4)nc(N)c3cc2CO1
11. COc1ccccc1N1CCN(S(=O)(=O)c2c(C)ccc3nsnc23)CC1
12. COc1ccccc1/C=N/N1CCN(Cc2ccccc2Cl)CC1

entry no.,7,8,9,10,11,12
SENP8 block-1,-2,-13,-10,-3,6,-3
SENP7 block,2,-7,-7,1,3,8
SENP6 inh,-11,-26,-15,-25,-1,-20
APOBEC3G inh,-10,-8,-4,-3,-3,-6
Apaf-1 inh,-17,1,1,1,-5,12
SENP1 inh,1,1,-5,0,1,0
SENP8 block-2,-283,7,0,-202,15,13
UBC13 polyUb,16,-4,8,-9,10,4

13. O=C(COC(=O)c1ccccc1SCC(=O)N1CCCC1)NCc1ccccc1
14. NC(=O)c1ccccc1-c1nc(-c2ccccc2)no1
15. CCN(Cc1ccc(C#CCCO)cc1)CC1CCCN(CCc2cccc(F)c2)C1 (stereo unspecified)
16. CC(C)OP(=O)(OC(C)C)C(NC(=O)c1ccccc1Br)C(N)=O (stereo unspecified)
17. Cc1nn(-c2ccccc2)c(C)c1NC(=O)COC(=O)C1CC(=O)N(CCc2ccccc2)C1 (stereo unspecified)
18. CC(C)CN1CC(=O)N2C(c3ccccc3)c3[nH]c4ccccc4c3C[C@H]2C1=O (stereo partly specified)

entry no.,13,14,15,16,17,18
SENP8 block-1,-17,-17,-12,-10,-3,-11
SENP7 block,-16,4,-12,0,-3,-1
SENP6 inh,-7,-42,-15,-4,-2,-20
APOBEC3G inh,-10,3,-5,-5,-7,-9
Apaf-1 inh,-3,0,15,1,4,12
SENP1 inh,0,0,-3,-3,0,-4
SENP8 block-2,-17,18,23,15,-2,11
UBC13 polyUb,-4,7,-2,-8,-5,-2

# Just Apaf-1 inh, for 3 of the compounds above:
no.	SMILES	Apaf-1 inh
13	O=C(COC(=O)c1ccccc1SCC(=O)N1CCCC1)NCc1ccccc1	-3
14	NC(=O)c1ccccc1-c1nc(-c2ccccc2)no1	0
15	CCN(Cc1ccc(C#CCCO)cc1)CC1CCCN(CCc2cccc(F)c2)C1 (stereo unspecified)	15

# (list continues)
19. Cc1ccc(-n2cccc2/C=C2/C(=N)N3C(=NC2=O)SN=C3S(C)(=O)=O)cc1
20. O=S(=O)(Nc1nc2ccccc2nc1-[n+]1cccc(N=C([O-])c2ccccc2Cl)c1)c1ccccc1
21. NS(=O)(=O)c1ccc(O)c(NC(=O)c2ccc([N+](=O)[O-])cc2)c1
22. CCCCN(CC)S(=O)(=O)N1CCC(C(=O)NCc2ccc(F)cc2)CC1
23. O=c1c2ccccc2c2ccccc2c(=O)n1Cc1cccnc1
24. O=C(NCc1cccs1)C(=O)NCC1OCCCN1S(=O)(=O)c1ccc(F)cc1 (stereo unspecified)

entry no.,19,20,21,22,23,24
SENP8 block-1,0,0,-4,-8,-1,-8
SENP7 block,8,-2,7,-10,-1,3
SENP6 inh,2,-24,12,-5,-1,-4
APOBEC3G inh,8,-19,1,-6,6,-2
Apaf-1 inh,18,-1,-1,-4,-13,3
SENP1 inh,-13,nt,1,1,2,2
SENP8 block-2,-45,nt,23,3,5,9
UBC13 polyUb,-22,-7,-5,1,-4,-4

25. CCCCc1ccc(NC(=O)CSc2nc(=O)n(CCN3CCOCC3)c3c2CCC3)cc1
26. O=C(CCl)N1CCN2C(=O)c3ccccc3C12c1ccc(Cl)cc1 (stereo unspecified)
27. Cc1ccc(CNC(=O)c2ccc(NC3=NC4CS(=O)(=O)CC4S3)cc2)cc1 (stereo unspecified)
28. COc1ccc(C)cc1-n1nnnc1SCc1nc2ccccc2s1
29. CN(C)C(CNC(=O)/C=C/c1cccc(Cl)c1)c1ccccc1 (stereo unspecified)
30. Cc1cc(C)cc(NC(=O)C2CCCN2S(=O)(=O)c2cccc3cccnc23)c1 (stereo unspecified)

entry no.,25,26,27,28,29,30
SENP8 block-1,-14,-3,-7,5,-5,6
SENP7 block,-8,-2,13,4,1,3
SENP6 inh,-8,-4,-12,1,-3,-2
APOBEC3G inh,-6,-9,-5,-2,-6,6
Apaf-1 inh,25,12,8,14,7,13
SENP1 inh,4,1,1,-15,0,-5
SENP8 block-2,4,4,12,9,10,8
UBC13 polyUb,3,-3,-2,4,5,-1

31. Cc1ccc(OCC(=O)NCC2CCCO2)c(C)c1 (stereo unspecified)
32. CC(=O)Nc1ccc(NC(=O)c2ccccc2S(=O)(=O)c2ccccc2[N+](=O)[O-])cc1
33. O=C(CSCCO)Nc1ccc(C2CCCCC2)cc1
34. Cc1ccc(OC(=O)C(C)c2cccc(C(=O)c3ccccc3)c2)cc1 (stereo unspecified)
35. O=C(NCCC1CCCCN1S(=O)(=O)c1cccs1)C(=O)Nc1ccccc1 (stereo unspecified)
36. CCCCOc1ccc(N2C(=O)CC(NCCc3ccc(S(N)(=O)=O)cc3)C2=O)cc1 (stereo unspecified)

entry no.,31,32,33,34,35,36
SENP8 block-1,3,4,4,-9,-10,0
SENP7 block,-7,2,10,-2,-3,3
SENP6 inh,4,-2,4,2,-14,7
APOBEC3G inh,2,-4,-2,-9,0,1
Apaf-1 inh,-2,-2,-2,7,15,3
SENP1 inh,2,-1,3,-2,-2,0
SENP8 block-2,3,23,29,3,-3,31
UBC13 polyUb,6,1,0,-8,-3,7

37. CC(C)(C)NC(=O)CCN(/N=C/c1ccncc1)C1=NS(=O)(=O)c2ccccc21
38. COc1cc(OC)cc(C(=O)Nc2sc3c(c2C(N)=O)CCC3)c1
39. Cc1cc(C)n(C(CC(=O)O)C(=O)O)n1 (stereo unspecified)
40. COc1ccc(S(=O)(=O)NC(Cc2ccccc2)C(=O)O)cc1 (stereo unspecified)
41. O=C(O)c1ccccc1C(=O)OCCCCOC(=O)c1ccccc1C(=O)O
42. C/C(=N\NC(=O)C1CC1)c1ccc(Cl)cc1

entry no.,37,38,39,40,41,42
SENP8 block-1,2,-1,-1,5,9,-11
SENP7 block,6,-1,0,1,4,-11
SENP6 inh,-4,-8,-11,5,-3,-9
APOBEC3G inh,3,-2,-3,-8,-3,-8
Apaf-1 inh,4,-6,7,-2,17,3
SENP1 inh,0,-53,-1,1,1,3
SENP8 block-2,3,-199,27,16,13,18
UBC13 polyUb,3,28,1,4,-13,-9

# Next part, overlapping the part above by four compounds.
39. Cc1cc(C)n(C(CC(=O)O)C(=O)O)n1 (stereo unspecified)
40. COc1ccc(S(=O)(=O)NC(Cc2ccccc2)C(=O)O)cc1 (stereo unspecified)
41. O=C(O)c1ccccc1C(=O)OCCCCOC(=O)c1ccccc1C(=O)O
42. C/C(=N\NC(=O)C1CC1)c1ccc(Cl)cc1
43. CCC(C)NCCOCCOc1ccc(Br)cc1 (stereo unspecified)
44. COc1cc(C2SC(C)C(=O)N2CCc2ccccc2)cc(OC)c1OC (stereo unspecified)
45. OC(c1cccs1)(c1cccs1)C1C[N+]2(CF)CCC1CC2 (stereo unspecified)
46. CCN1CCN(C(=O)c2ccc3c(=O)n(Cc4ccccc4OC)c(=S)[nH]c3c2)CC1
47. Cc1ccccc1NC(=O)c1nc(S(C)(=O)=O)ncc1Cl
48. COc1ccccc1C(=O)COC(=O)/C(=C/c1ccccc1)NC(C)=O

entry no.,39,40,41,42,43,44,45,46,47,48
SENP8 block-1,-1,5,9,-11,-2,-1,7,-2,-4,7
SENP7 block,0,1,4,-11,-7,2,-1,3,10,5
SENP6 inh,-11,5,-3,-9,-30,1,-7,-4,4,-2
APOBEC3G inh,-3,-8,-3,-8,-10,-2,-8,-2,0,-4
Apaf-1 inh,7,-2,17,3,-47,-5,-19,6,-6,8
SENP1 inh,-1,1,1,3,3,2,0,0,0,0
SENP8 block-2,27,16,13,18,18,6,9,12,21,10
UBC13 polyUb,1,4,-13,-9,0,0,10,12,1,0

49. COc1cc(OC)c(C(=O)NCC(c2cccs2)N(C)C)cc1OC (stereo unspecified)
50. O=C(Nc1ccc(F)cc1F)c1cccnc1
51. CCCCSc1ccc(NC(=O)c2cccnc2)cc1
52. Cn1c(=O)[nH]c(=O)c2c1nc(NCCCO)n2Cc1ccc(F)cc1
53. CC(C)OC(=O)c1cc(NC(=S)Nc2ccc([N+](=O)[O-])cc2)cc(C(=O)OC(C)C)c1
54. COc1cc(C(=O)NC(=S)Nc2ccccc2[N+](=O)[O-])cc(OC)c1OC

entry no.,49,50,51,52,53,54
SENP8 block-1,3,-4,7,-2,3,3
SENP7 block,3,-2,14,-10,-5,-2
SENP6 inh,-5,-9,43,4,-3,1
APOBEC3G inh,5,-8,-3,-5,-4,-2
Apaf-1 inh,-5,-3,-18,6,-2,-4
SENP1 inh,0,-1,2,-1,-2,0
SENP8 block-2,-4,23,19,5,-474,18
UBC13 polyUb,4,-9,12,3,-15,0

55. COc1ccc(C2c3ccc4ccccc4c3Oc3ncn(CCO)c(=N)c32)cc1OC (stereo unspecified)
56. CC(C)CNS(=O)(=O)c1ccc(CCC(=O)N2CCN(c3ccccc3)CC2)cc1
57. CCOC(=O)CSc1nnc(-c2ccc(Cl)cc2Cl)o1
58. COc1cc2c(cc1OC)CN(C(=O)c1ccc(OC)c(S(=O)(=O)N3CCOCC3)c1)CC2
59. O=S(=O)(c1ccccc1F)N1CCC(Oc2ccc(-n3cnnn3)cc2)CC1

entry no.,55,56,57,58,59
SENP8 block-1,1,2,3,-1,-8
SENP7 block,4,5,27,-4,-10
SENP6 inh,1,14,40,4,-8
APOBEC3G inh,-2,-8,-7,-6,-4
Apaf-1 inh,4,12,13,11,9
SENP1 inh,-1,2,4,-1,0
SENP8 block-2,12,11,20,24,12
UBC13 polyUb,9,-2,-2,-5,4
